Compound activity (PubChem BioAssay)
PMI inhibitors – inhibitors of human PMI, primary screen, biochemical, fluorescence intensity, coupled assay (AID 1209); purified PMI enzyme, coupled fluorescence intensity; higher % means a stronger effect; 0.42% of 190,000 active; one-dose inhibition, % at 20 µM; IC50 in µM for titrated hits;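 also: plate controls were DMSO vehicle for no effect and wells lacking substrate for full effect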
Myeloid diff MLP – myeloid differentiation induction; 1% of 360,000 active; calls only at 10 µM; ER-HoxA9 myeloid progenitors, lysozyme-GFP differentiation, flow cytometry;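 active = normalized GFP-positive differentiation at or above the plate's own cutoff, the solvent-only control mean plus 3 SD; inconclusive = no clear call, values can overlap the other calls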;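 also: cells exposed to compound for four days before flow analysis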
UTI89 phage lysis – inhibition of K1F phage lysis, E. coli UTI89, bacterial capsule biogenesis inhibitors, alamar blue (AID 488966). E. coli UTI89 K1F phage lysis, alamar blue, 2 h; higher % means a stronger effect. one-dose inhibition, % at 100 µM; IC50 in µM for titrated hits. 0.02% of 340,000 active;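 active = phage lysis inhibition, versus mean bacterial control, above a set limit; inconclusive = no clear call, values can overlap the other calls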;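 also: capsule biogenesis inhibitors block K1F phage lysis so surviving cells raise fluorescence; higher fluorescence means more inhibition of phage lysis; actives were called in the ten point dose series up to 300 µM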
M1AAP inhibition – malaria alanyl aminopeptidase activity blockers – biochemical, fluorogenic H-Leu-NHMec substrate, 1536-well (AID 1445); recombinant M1AAP, H-Leu-NHMec fluorogenic kinetic assay; higher % means a stronger effect; inhibition, % at 30 µM, or IC50 in µM where a hit was titrated; 0.42% of 220,000 active;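 active = primary inhibition above the hit cutoff, then over 50% inhibition at one or more dose response concentrations, cut at about 23% in these data, passing the limit was not always enough; inconclusive = conflicting primary data, or primary hits not chosen for dose response; inactive = low primary inhibition, or under 50% at every dose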;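 also: plate controls were DMSO full reaction for no effect and no enzyme background for full effect; strong numbers were not always called active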
Lipid droplet – modulators of hepatic lipid droplet formation | 0.4% of 240,000 active | AML12 mouse hepatocytes, oleate lipid droplets, BODIPY imaging | inhibition, % at 6.5 µM;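 active = lipid droplet intensity inhibited by at least 50%, with more than 500 cells counted; inconclusive = wells with under 300 cells, treated as cytotoxic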
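Test system: AML12 mouse liver cells; schedule: overnight exposure; technique: high-content imaging of BODIPY-stained droplets and DAPI nuclei; read-out: % inhibition of corrected integrated BODIPY droplet signal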
CSM14.1 death rescue – rescue of cells from ER stress-induced death, primary screen, 384-well, CSM14.1, thapsigargin, ATP luminescence (AID 1222); CSM14.1 thapsigargin-induced death rescue, ATP luminescence; higher % means a stronger effect; cellular ATP content (survival), % at 20 µM, or EC50 in µM where a hit was titrated; 190,000 tested, under 10 active;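 active = EC50 below 50 µM in the dose-response confirmation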;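 also: death triggered by thapsigargin at about 15 µM added after 2 h compound pretreatment; cell ATP read after overnight thapsigargin exposure of roughly 18 to 22 hours; normalized against plate controls of thapsigargin alone and 5% DMSO vehicle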
WT yeast gro inh – growth inhibition of WT yeast, mitochondrial fusion screen | 2.1% of 190,000 active | AID 1362 | inhibition, % at 10 µM | mitochondrial fusion phenotypic screen, WT strain; in the data active = inhibition above about 58%; tested in S. cerevisiae
TNAP activation fold – human TNAP enzyme activators, primary screen, biochemical, luminescent, no phosphate acceptor, uHTS (AID 1001). purified TNAP, luminescent activation assay, no phosphate acceptor; higher activation fold means a stronger effect. activation fold at 20 µM, or EC50 in µM where a hit was titrated. 0.03% of 200,000 active; in the data active = activation fold from about 3, or a potency from the dose series; inactive = the rest, 99 in 100 with activation fold below about 1.6; also: many of its hits are not listed in these tables
human PMI inhibitors – MPI inhibition at elevated mannose 6-phosphate – biochemical, fluorescence intensity, high mannose 6-phosphate, primary screen (AID 1220); recombinant PMI enzyme, coupled fluorescence intensity; higher % means a stronger effect; one-dose inhibition, % at 20 µM; IC50 in µM for titrated hits; 0.66% of 190,000 active
WT yeast gro inh mutant strain – also measured in WT yeast gro inh; calls as there; inhibition, %; mitochondrial fusion phenotypic screen, mutant strain inhibition
Lipid droplet cells 6.5 µM – further read-out of Lipid droplet, marked with its call; cell count; measured here: cell count, cytotoxicity flag;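 cells counted across two imaged fields per well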
Myeloid diff MLP GFP+ MAC1+ % – also measured in Myeloid diff MLP; calls as there; GFP+ MAC1+ double positive, %; measured here: differentiation confirmed by MAC1 staining
* hit, by the source's call; i = inactive; u = inconclusive; x = no result given; [ ] = dose if it differs, or a comment. Rule as the data show it, unless noted: active = inhibition above about 50%; inactive = the rest.

The first 9 compounds, to show the layout:
SMILES	PMI inhibitors	Myeloid diff MLP	Myeloid diff MLP GFP+ MAC1+ %	UTI89 phage lysis	M1AAP inhibition	Lipid droplet	Lipid droplet cells 6.5 µM	CSM14.1 death rescue	WT yeast gro inh	WT yeast gro inh mutant strain	TNAP activation fold	human PMI inhibitors
CCCOc1ccc(C(=O)N2CCN(c3ccc(NC(=O)CC)cc3Cl)CC2)cc1	9%	i	1.2	-0.1%	0%	6	783	-3.3%	13	7	1.1	5%
CC(=O)N1CCC(=O)N(C(C)C)c2ccccc21	-8%	i	1.0	-0.1%	12%	x	x	1.5%	-2	6	1	-6%
CCOC(=O)C(CC)Sc1ncnc2nc[nH]c12 (stereo unspecified)	44%	i	0.5	0.1%	6%	2	719	-0.3%	-6	5	1	7%
Cc1ccc(S(=O)(=O)Cn2nnnc2C(c2ccccn2)N2CCN(c3ccccc3)CC2)cc1 (stereo unspecified)	9%	i	7.4	5.0%	-2%	x	x	0.4%	20	17	1.1	14%
O=C1CCC/C(=N\NC(=O)c2ccc(COc3cccc4cccnc34)cc2)C1	-9%	i	0.6	2.7%[50 µM]	8%	33	663	-1.4%	3	-3	1	-1%
COc1ccc(NC(=S)NCc2ccco2)cc1	4%	i	0.8	-0.1%	2%	x	x	-1.5%	-5	5	1.1	1%
CNS(=O)(=O)c1cccc(C(=O)NCC2(N3CCOCC3)CCCCC2)c1	-1%	i	0.0	0.4%	15%	14	675	-1.4%	-7	11	1.1	4%
COc1ccc(C(=O)CSc2nnc(CN3CCCCC3)n2-c2ccc(F)cc2)cc1	4%	i	0.3	0.3%	0%	-4	648	-1.9%	6	-21	0.7	5%
Cc1nc2sc3c(c2c(=O)n1NC(=O)CCl)CCCC3	-1%	i	0.7	0.0%	6%	-8	730	0.6%	-19	-9	1.1	2%

This part in full, previewed entries included:
SMILES	PMI inhibitors	Myeloid diff MLP	Myeloid diff MLP GFP+ MAC1+ %	UTI89 phage lysis	M1AAP inhibition	Lipid droplet	Lipid droplet cells 6.5 µM	CSM14.1 death rescue	WT yeast gro inh	WT yeast gro inh mutant strain	TNAP activation fold	human PMI inhibitors
CCCOc1ccc(C(=O)N2CCN(c3ccc(NC(=O)CC)cc3Cl)CC2)cc1	9%	i	1.2	-0.1%	0%	6	783	-3.3%	13	7	1.1	5%
CC(=O)N1CCC(=O)N(C(C)C)c2ccccc21	-8%	i	1.0	-0.1%	12%	x	x	1.5%	-2	6	1	-6%
CCOC(=O)C(CC)Sc1ncnc2nc[nH]c12 (stereo unspecified)	44%	i	0.5	0.1%	6%	2	719	-0.3%	-6	5	1	7%
Cc1ccc(S(=O)(=O)Cn2nnnc2C(c2ccccn2)N2CCN(c3ccccc3)CC2)cc1 (stereo unspecified)	9%	i	7.4	5.0%	-2%	x	x	0.4%	20	17	1.1	14%
O=C1CCC/C(=N\NC(=O)c2ccc(COc3cccc4cccnc34)cc2)C1	-9%	i	0.6	2.7%[50 µM]	8%	33	663	-1.4%	3	-3	1	-1%
COc1ccc(NC(=S)NCc2ccco2)cc1	4%	i	0.8	-0.1%	2%	x	x	-1.5%	-5	5	1.1	1%
CNS(=O)(=O)c1cccc(C(=O)NCC2(N3CCOCC3)CCCCC2)c1	-1%	i	0.0	0.4%	15%	14	675	-1.4%	-7	11	1.1	4%
COc1ccc(C(=O)CSc2nnc(CN3CCCCC3)n2-c2ccc(F)cc2)cc1	4%	i	0.3	0.3%	0%	-4	648	-1.9%	6	-21	0.7	5%
Cc1nc2sc3c(c2c(=O)n1NC(=O)CCl)CCCC3	-1%	i	0.7	0.0%	6%	-8	730	0.6%	-19	-9	1.1	2%
CC(O)(C#CCN1CCCCC1)c1ccccc1 (stereo unspecified)	-5%	i	1.0	0.1%	-3%	-6	730	0.0%	11	11	1.1	-5%
CCOc1c2ccc(C(=O)NCc3ccc4c(c3)OCO4)cc2nn1CC	6%	i	1.2	-0.2%	-3%	x	x	-0.6%	11	18	1.1	9%
COC(=O)c1cc(C)sc1NC(=O)CC1Nc2ccccc2NC1=O (stereo unspecified)	-4%	i	0.3	-0.2%	10%	-20	719	-1.4%	3	-5	1	15%
COC(C(=O)NCc1ccc(C)cc1)c1ccccc1 (stereo unspecified)	-2%	i	0.4	0.3%	3%	-18	633	-0.7%	-20	-18	1.1	-7%
COc1cccc(/C=N/NC(=S)Nc2cccc(S(=O)(=O)N(C)C)c2)c1	x	i	0.2	0.0%	8%	-1	696	x	x	x	x	x
Cn1c(SCC(=O)N2CCOCC2)nnc1-c1ccc(NC(=O)c2ccccc2F)cc1	4%	i	1.5	2.4%	4%	x	x	0.2%	-11	-5	1.1	0%
Cc1cc(S(=O)(=O)N(C)CCc2ccccc2)ccc1-n1cnnn1	2%	i	1.3	-0.1%	-1%	x	x	-0.6%	12	5	1.1	1%
CCOc1cc(-c2ccccc2)nc(N)n1	0%	i	1.1	0.1%	-5%	x	x	-0.5%	2	2	1.1	-4%
CCCn1c(N)c(C(=O)COc2ccc(Br)cc2F)c(=O)n(C)c1=O	-18%	i	0.7	-0.6%	0%	3	725	-1.2%	3	17	1	-7%
Cc1cc(=O)n2nc(N3CCC(C(=O)N4CCN(Cc5ccccc5)CC4)CC3)sc2n1	3%	i	0.5	0.1%	-3%	-14	396	x	-3	-4	1.1	1%
COc1ccc(C=C(C(C)=O)C(C)=O)cc1OC	-6%	i	1.0	0.1%	7%	12	750	0.9%	-22	-7	1.1	4%
CCOC(=O)c1c(NC(=O)C2c3ccccc3Oc3ccccc32)sc(C(N)=O)c1C	9%	i	1.1	0.9%	-5%	5	764	5.9%	-1	-11	1.1	7%
Cc1nc2ccc(N)cc2c(=O)n1Cc1ccc(Cl)cc1	9%	i	0.7	4.1%	8%	12	757	-1.6%	17	1	1.1	4%
CCOC(=O)CSc1ncnc2c1cnn2-c1ccc(C)cc1C	4%	i	0.3	0.1%	8%	-2	706	x	4	-20	1.1	-2%
Cc1ccc(C(=O)OCC(=O)NC(=O)c2cccn2C)cc1[N+](=O)[O-]	x	i	0.4	0.2%	1%	7	728	x	x	x	x	x
O=C(N/N=C\c1ccc(-c2ccccc2[N+](=O)[O-])o1)C1COc2cc3ccccc3cc2O1 (stereo unspecified)	70%*	i	0.3	0.2%	13%	x	x	-0.5%	5	-8	1	65%*
New compounds follow
SMILES	PMI inhibitors	Myeloid diff MLP	Myeloid diff MLP GFP+ MAC1+ %	UTI89 phage lysis	M1AAP inhibition	Lipid droplet	Lipid droplet cells 6.5 µM	CSM14.1 death rescue	WT yeast gro inh	WT yeast gro inh mutant strain	TNAP activation fold	human PMI inhibitors
O=C(NCC(c1ccco1)N1CCN(c2ccccc2)CC1)c1ccc2c(c1)OCO2 (stereo unspecified)	-3%	i	0.3	0.3%	-1%	-32	689	x	11	10	1.2	-2%
COCn1c(-c2cccc(Br)c2)nc2ccccc21	4%	i	0.6	1.6%	-9%	x	x	-1.1%	26	25	1.2	7%
COC(=O)c1ccc(OCCN2C3=NCCN3c3ccccc32)cc1	5%	i	0.6	0.7%	6%	12	802	-1.9%	15	39	1	-4%
CCOC(=O)NC1(C(F)(F)F)C(=O)N(Cc2ccccc2)C2=C1C(=O)CC(C)(C)C2 (stereo unspecified)	-3%	i	0.7	0.6%	-3%	x	x	-0.9%	7	14	1.1	-4%
CN(C)c1cc[n+](CC(=O)N2c3ccccc3Sc3ccccc32)cc1	3%	i	0.1	0.2%	12%	0	688	0.2%	13	3	1.1	4%
Cn1cc(Br)c(C(=O)NN2C(=O)C3C(C2=O)C2C=CC3C23CC3)n1 (stereo unspecified)	8%	i	0.5	1.8%	-2%	2	707	-1.0%	-13	18	1.1	6%
CCOC(=O)Nc1ccccc1N1C(=O)c2ccccc2C1=O	10%	i	1.0	0.1%	12%	-4	755	0.6%	18	-29	1.1	5%
CC(=O)c1ccc(OCCCC(=O)NC2CCCc3ccccc32)cc1 (stereo unspecified)	21%	i	1.8	0.6%[50 µM]	-5%	4	677	0.2%	-2	-16	1	12%
CCOC(=O)c1sc(N)nc1C(C)C	-3%	i	0.7	0.6%	9%	x	x	5.5%	3	-3	1.2	0%
OCCC1CN(Cc2cnc(-c3ccc(Cl)cc3)nc2)CCN1C1CCCCC1 (stereo unspecified)	-4%	i	0.5	-0.1%	2%	3	669	-0.2%	-5	10	1.1	-2%
CCc1ccc(C(=O)NCC2COc3ccccc3O2)o1 (stereo unspecified)	-9%	i	1.7	0.2%	2%	x	x	-1.5%	0	5	1.1	1%
N#CC(=C1CCCC1)c1nc(-c2ccc(Cl)cc2)cs1	7%	i	0.2	0.9%	4%	x	x	-1.4%	10	0	1.1	7%
O=[N+]([O-])c1cc(Cl)c2cccnc2c1O	15%	i	0.0	1.8%	-8%	22	720	8.5%	48	63	1.2	47%
CCN(CC)c1ccc(N=Nc2ncn[nH]2)cc1	-14%	i	0.1	x	21%	8	705	-4.2%	-9	1	1.3	-1%
COc1ccc(CCC(=O)NCCc2cn3c(C)csc3n2)cc1	7%	i	4.0	-0.3%	4%	x	x	3.9%	-8	-8	1.1	1%
Cc1nc2c(-c3ccccc3)c(C)nn2c(C)c1CC(=O)O	-12%	i	0.8	-0.4%	3%	x	x	-0.4%	-37	-19	1	-9%
COC(=O)C(Cc1ccccc1)NS(=O)(=O)c1ccccc1Br (stereo unspecified)	x	i	0.7	1.3%	8%	5	732	x	x	x	x	x
CC1(C)CC(=O)N(CC(=O)NCc2ccccc2)c2ccccc2S1(=O)=O	4%	i	1.2	6.6%	10%	8	690	-2.5%	0	-12	1.1	3%
O=C(O)CC1CCC(=C(Cl)Cl)C1 (stereo unspecified)	-4%	u	x	0.2%	-3%	x	x	-4.0%	-10	2	1.1	1%
CC(=O)N/C(=C\c1ccccc1)C(=O)OCC(=O)N1CCCCCC1	-1%	i	0.6	0.5%[50 µM]	-4%	6	745	-0.6%	0	-4	1	-4%
Cc1ccc2nsnc2c1NC(=O)c1ccccc1[N+](=O)[O-]	5%	i	0.6	2.2%[50 µM]	-2%	0	567	0.1%	-1	-25	1.1	38%
COc1cc2c(cc1OC)CN(CC(=O)Nc1ccc(C#N)cc1)CC2	10%	i	0.4	-0.2%	2%	-13	794	6.1%	-45	-21	1	7%
CCCCn1c(=O)c(C(=O)OCC)c(O)c2ccccc21	4%	i	0.4	-0.1%	4%	x	x	-1.3%	-17	-1	1.1	2%
O=C(Cn1cnc2cc([N+](=O)[O-])ccc2c1=O)NCc1ccccc1	-31%	i	0.7	0.5%	10%	5	678	0.6%	1	2	1.1	-2%
COc1ccc(CNC(=O)CSCc2cnn(-c3ccccc3)c2-n2cccc2)cc1	2%	i	1.2	-0.1%	-3%	4	764	3.1%	-3	9	1	4%
